EPAC2 ag: activates human EPAC2 exchange factor; Q8WZA2; EPAC2 activation, biochemical qHTS; response scale: 100% = 6.5 mM cAMP response; Potency, µM (top dose mostly 154 µM), without a hit: top-dose activation, usual class: activators; actives 0.079% (n = 360,000); note: potency is the fitted concentration of half-maximal effect; nearly all actives have a fitted effect of over 50% in size
Target sequence (Q8WZA2 whole entry, looked up): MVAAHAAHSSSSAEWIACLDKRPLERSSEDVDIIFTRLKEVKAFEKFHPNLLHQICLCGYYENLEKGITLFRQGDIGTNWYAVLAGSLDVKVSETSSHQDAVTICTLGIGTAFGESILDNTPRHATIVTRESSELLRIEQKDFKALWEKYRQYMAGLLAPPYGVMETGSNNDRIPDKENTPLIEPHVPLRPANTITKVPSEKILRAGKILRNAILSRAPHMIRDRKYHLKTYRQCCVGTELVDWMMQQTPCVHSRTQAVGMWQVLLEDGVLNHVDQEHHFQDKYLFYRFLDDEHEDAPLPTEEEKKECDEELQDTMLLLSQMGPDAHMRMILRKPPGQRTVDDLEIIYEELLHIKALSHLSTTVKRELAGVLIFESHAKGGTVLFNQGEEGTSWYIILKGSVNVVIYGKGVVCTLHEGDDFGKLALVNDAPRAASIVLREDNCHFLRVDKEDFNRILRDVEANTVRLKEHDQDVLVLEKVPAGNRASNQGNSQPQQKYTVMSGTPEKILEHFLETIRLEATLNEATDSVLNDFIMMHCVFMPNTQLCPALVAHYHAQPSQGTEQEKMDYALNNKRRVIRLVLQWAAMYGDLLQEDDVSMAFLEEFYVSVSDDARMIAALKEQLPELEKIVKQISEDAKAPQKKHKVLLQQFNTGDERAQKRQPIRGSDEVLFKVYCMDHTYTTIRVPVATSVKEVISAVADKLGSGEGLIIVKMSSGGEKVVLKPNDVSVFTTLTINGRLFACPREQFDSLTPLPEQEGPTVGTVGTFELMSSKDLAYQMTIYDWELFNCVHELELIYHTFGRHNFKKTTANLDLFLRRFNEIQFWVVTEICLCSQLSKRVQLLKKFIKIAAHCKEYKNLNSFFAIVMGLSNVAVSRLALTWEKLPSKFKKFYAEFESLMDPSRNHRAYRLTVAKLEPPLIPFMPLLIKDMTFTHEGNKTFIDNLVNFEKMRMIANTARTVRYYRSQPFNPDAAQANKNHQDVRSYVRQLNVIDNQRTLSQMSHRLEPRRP
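Each well held 100 nM EPAC2, 250 nM RAP1B-BODIPY-GDP and 50 uM GDP. Fluorescence, read at 5-min intervals to 30 min, was referenced to a 6.5 mM cAMP positive control.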
PTHR1 agonist: activates the human parathyroid hormone receptor PTHR1; Q03431; HEK293 GP2 PTHR1 cells, GloSensor cAMP luminescence, 1 h; Potency, µM (top dose mostly 115 µM), for the others: at the top dose activation, hits mostly activators; actives 0.075% (n = 410,000); note: potency is the fitted concentration of half-maximal effect; nearly all actives have a fitted effect of over 55% in size; some results filed as inactive show a strong effect at the top dose; inactives centre near -15; many of its hits are not listed in these tables
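HEK-293-derived GP2 cells expressing PTHR1 and a GloSensor cAMP reporter, 3,000/well, plated overnight, given luciferin plus IBMX (each 0.5 mM as added) for 1 h at 37 °C, then compound for 1 h at 37 °C. Luminescence was read after 15 min at room temperature.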
DRD3 agonist: activates the human D3 dopamine receptor; D3R DiscoveRx beta-arrestin cells, luminescence, 90 min; actives 0.58% (n = 410,000); AID 652048; max activation, %; P35462; in the data active = max activation above about 30%; note: 0% is about no effect; mostly tested at two doses, the higher about 12 µM
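Cells at 1500/well, incubated overnight, then treated with pinned compounds (dopamine as control) for 90 min at 37 degrees C. DiscoveRx reagent added for 30 - 60 minutes at room temperature; luminescence read.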
CCT modulator: changes cytosolic chaperonin activity; purified chaperonin ATPase assay, HTRF ADP detection, 30 min; activity change, % (no concentration beside the values), hits read low; actives 0.3% (n = 360,000); in the data active = activity change below about -30%; note: % is set by controls: 0 for no effect and ±100 for the full control effect
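Enzyme 40 or 20 nM (batch-dependent) in Tris pH 7.4/KCl/MgCl2/DTT; cpd 76 uM single point; ATP 10 uM; 30 min 37 °C; Transcreener ADP HTRF detection, 30 min RT; ratio 665/615.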
DRD3 antagonist: D3 dopamine receptor (human) antagonism | actives 2.5% (n = 360,000) | AID 652054 | P35462 | D3R cells, DiscoveRx beta-arrestin luminescence, antagonist mode; active compounds read low | max response, negative = inhibition, %; in the data active = max response below about -50%; inconclusive = no clear call, values can overlap the other calls; note: % is set by controls: 0 for no effect and ±100 for the full control effect; mostly tested at two doses, the higher about 12 µM
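Cells expressing the human receptor were seeded at 1500 cells/well, incubated overnight at 37 degrees C in 5% CO2, then exposed to library compounds with dopamine controls for 90 minutes at 37 degrees C before luminescent detection.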
EPAC2 antagonist: EPAC2 (human) antagonism; Potency, µM (titrated, usually from 114 µM), for the others: at the highest dose activity, negative = inhibition, most hits filed as inhibitors; actives 0.18% (n = 360,000); AID 720708; EPAC2 GEF exchange of Rap1B-BODIPY-GDP, fluorescence; note: potency is the fitted concentration of half-maximal effect; % is set by controls: 0 for no effect and ±100 for the full control effect; nearly all actives have a fitted effect of over 45% in size; many of its hits are not listed in these tables
Mm-Cpn inhibitor: blocks the Methanococcus maripaludis chaperonin Mm-Cpn. purified Mm-Cpn ATPase, ADP Transcreener TR-FRET. Potency, µM (series often up to 76.9 µM), inactives show at the top dose activity, negative = inhibition, hits mostly inhibitors. actives 0.031% (n = 330,000). AID 504842; note: potency is the fitted concentration of half-maximal effect; % is set by controls: 0 for no effect and ±100 for the full control effect; nearly all actives have a fitted effect of over 80% in size
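ATP (10 uM final) was added to archaeal chaperonin (25 nM final) after 10 min exposure to test compound at 37°C; after 30 min further incubation, ADP was detected by competitive TR-FRET.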
Akt phos inh: blocks phosphorylation of Akt | Neuro2A IGF-stimulated pAkt S473 HTRF, 20 min; active compounds read low | activity change, % for hits at 50 µM | actives 0.32% (n = 360,000) | AID 651550; in the data active = activity change below about -80%; inconclusive = mostly about -51% to -80%; note: % is set by controls: 0 for no effect and ±100 for the full control effect
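Single-point screen (50 µM final compound) in Neuro2A cells stimulated 20 min with 6 nM IGF at 37 deg C. After lysis, Ser473-phosphorylated Akt read by HTRF (ex 330 nm, em 615/665 nm) as the 665/615 ratio.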
Starred values were filed as active, the others as inactive; i = inactive; ? = inconclusive; / = not tested or not shown; [ ] = dose if it differs, or a comment. Unless noted, calls come from the whole dose curve; as a rule, active = well fitted curve in the direction sought with a large enough effect; inconclusive = small, poorly fitted or top-dose-only effect, or another doubt; inactive = no such curve, though single readings can be large; an effect the other way counts as inactive or inconclusive. Some of the compounds tested; the hit share may differ from the screen's.

Every second line gives: EPAC2 ag	PTHR1 agonist	DRD3 agonist	CCT modulator	DRD3 antagonist	EPAC2 antagonist	Mm-Cpn inhibitor	Akt phos inh
- O=C(CSc1ncc(C(=O)O)n1-c1ccc(F)cc1)NCc1ccc2c(c1)OCO2
→ 17%	-65%[inhibitor]	-5	-3.9	2	1%	3%	i
- CCOC(=O)C1(CC/C(C)=N\NC(N)=O)CC(C)(C)OC1=O (configuration not stated)
→ 11%	i	-4	-2.6	7	16%	0%	i
- COC(=O)c1cc(OC)c(OC)cc1NC(=S)Nc1cc(Cl)ccc1OC
→ -4%	i	-1	-2.6	-8	-6%	-1%	i
- COc1ccc(/C=N/NC(=O)/C(=C/c2ccccc2)CCO)cc1
→ 14%	-24%	-19	-0.4	-5	-8%	1%	i
- O=C(CSc1nnc(CNC(=O)c2c(F)cccc2Cl)o1)Nc1ccc2c(c1)OCO2
→ 8%	13%	-7	-7.0	?	24%	-21%	i
- Cc1ccc(C(=O)NNC(=O)CSc2n[nH]c(-c3cccnc3)n2)cc1
→ 9%	9%	0	-0.3	?	?	0%	i
- COc1ccc(NC(=O)CCCn2c(=O)oc3ccccc32)cc1Cl
→ 2%	-2%	-2	-0.3	-15	-1%	-4%	i
- Cc1ncc(CN2CCCC(CCC(=O)NCc3ccc(F)c(F)c3)C2)s1 (configuration not stated)
→ 5%	-12%	-13	-3.9	-20	3%	-2%	i
- CCC(=O)N1CCc2cc(S(=O)(=O)NCCCOC)ccc21
→ 4%	-64%[inhibitor][57.5 µM]	0	0.6	1	3%	0%	i
- NNC(=O)c1sc2nc(N3CCOCC3)c3c(c2c1N)CCCC3
→ 0%	-17%	-7	-0.9	1	-1%	-1%	i
- O=C(CCc1ccc(S(=O)(=O)NCCc2ccccc2)cc1)NCc1ccco1
→ 11%	-11%	-11	-1.9	24	-8%	0%	i
- Cc1cc(=O)n(Cc2ccc(OC(C)C)cc2)c(=S)[nH]1
→ 8%	-27%	15	-1.3	-25	-5%	0%	i
- Cc1ccccc1C(=O)NC(=S)NC1CCSC1=O (configuration not stated)
→ 0%	i	-4	0.9	6	5%	1%	i
- CN(Cc1ccccc1)C(=O)c1[nH]cnc1C(=O)NCC(=O)OCc1ccccc1
→ 9%	-38%[inhibitor]	10	-5.2	-8	38%[activator]	1%	i
- COC(=O)[C@@H]1C[C@H]1[C@@H](NC(=O)c1cc(C)on1)c1ccccc1
→ 2%	i	-5	-2.5	15	1%	/	i
- CCN(CC)C(=O)CSc1nc(-c2cccs2)cc(-c2cccs2)c1C#N
→ 11%	i	-8	-3.6	-9	5%	?	i
- COc1ccccc1OCc1ccc(C(=O)N2CCN(C)CC2)o1
→ 9%	i	-1	-2.5	6	5%	1%	i
- c1cnc2nc(CSc3ncn[nH]3)cn2c1
→ 1%	i	-1	-0.8	8	-3%	-3%	i
- CNS(=O)(=O)c1cccc(C(=O)NCC(c2cccs2)N(C)C)c1 (configuration not stated)
→ 8%	-5%[57.5 µM]	-7	-0.7	-72*	5%[57.1 µM]	-3%	i
- O=C(CSc1nc(-c2ccccc2)c(-c2ccccc2)o1)Nc1nncs1
→ 2%	-8%[57.5 µM]	-9	-3.4	-4	-6%	-1%	i
- CCOc1cccc2c1OC1(C)CC2NC(=O)N1c1cccc(C(=O)N2CCN(c3ccccn3)CC2)c1 (configuration not stated)
→ 4%	-16%	1	-1.1	-3	4%	-4%	i
- CCOc1ccc(N2C(=O)CSC23CCCCC3)cc1
→ 2%	-3%[57.5 µM]	-1	-3.6	3	-6%	-1%	i
- CCOC(=O)N1CCN(Cc2nc3cc([N+](=O)[O-])ccc3n2C)CC1
→ 1%	-13%	1	-0.5	2	2%	1%	i
- O=S(=O)(Cc1cc(Sc2ccc(Cl)cc2)nc(-c2ccccc2)n1)c1ccccc1
→ -3%	-23%	-2	-1.2	2	-18%	1%	i
- CN(Cc1ccc(C(C)(C)C)cc1)C(=O)c1ccc2c(=O)n3c(nc2c1)CCC3
→ -2%	-13%	2	-1.5	9	3%	-2%	i
- CC(=O)Oc1ccc(N(C(C)=O)S(=O)(=O)c2cc([N+](=O)[O-])ccc2C)cc1
→ 5%	-13%	-9	-2.5	0	-8%	1%	i
- CCc1ccc(NC(=O)C(C)Sc2nnc(CN3CCCC3)o2)cc1 (configuration not stated)
→ 6%	0%	4	-2.6	-4	1%	2%	i
- COc1ccc(S(=O)(=O)N2CCN(c3ncnc4c(-c5ccccc5)nsc34)CC2)cc1
→ 4%	-7%[57.5 µM]	13	1.4	12	2%	-1%	i
- O=C(CN1C(=O)C2CC=CCC2C1=O)NC1CCCCC1 (configuration not stated)
→ 16%	3%	-4	-2.0	0	3%	3%	i
- CSCCC(NC(=O)c1ccccc1Cl)C(=O)N(C)Cc1cccs1 (configuration not stated)
→ 3%	-36%[inhibitor]	7	-3.6	0	-1%	0%	i
- CCCCN(C)CCCNC(=O)/C=C1\Sc2ccccc2NC1=O
→ 1%	i	-5	-1.0	-13	-9%	-1%	i
- O=C(CN1C(=O)CSc2ccccc21)NCCC1=CCCCC1
→ 6%	-22%	3	-2.1	12	-5%	0%	i
- COCCNC(=O)C1CCCN(S(=O)(=O)c2c(C)noc2/C=C/c2cccs2)C1 (configuration not stated)
→ -2%	-21%	-4	-1.1	-9	-5%	1%	i
- Cc1cccc(Cn2c(O)c(N=NC(=S)Nc3ccccc3F)c3ccccc32)c1
→ 2%	i	-2	1.8	7	3%	0%	i
- Cc1ccc(N2C(=O)c3ccccc3C2Nc2ccc(S(=O)(=O)N3CCOCC3)cc2)nc1 (configuration not stated)
→ 8%	i	-1	0.8	-8	7%	3%	i
- Cc1cccc(OCC(=O)O/N=C(\N)c2ccccn2)c1C
→ 0%	-10%	3	0.5	12	-2%	1%	i
- Cc1cc(Br)cc(C)c1OCC(=O)NNC(=O)CCC(=O)NCc1ccccc1
→ 3%	i	2	0.6	8	-16%	0%	i
- O=C(COC(=O)CC12CC3CC(CC(C3)C1)C2)Nc1ncc(Cl)cc1Cl
→ 12%	-14%[57.5 µM]	-1	-2.7	23	-7%	-4%	i
- O=c1cc(NS(=O)(=O)c2ccccc2)nc(SCc2ccccc2Cl)[nH]1
→ -3%	-88%[inhibitor]	-5	1.0	8	9%	-1%	i
- COC(=O)c1sccc1NC(=O)c1csc2c1CCCC2
→ -2%	0%[57.5 µM]	-5	-1.2	4	-1%	0%	/
- COc1ccc(C2NC(=S)NC(C)=C2C(=O)N2CCOCC2)cc1 (configuration not stated)
→ 4%	-45%	-1	-1.8	-5	10%	1%	i
- O=C1C=CN2CCOCC2C1 (configuration not stated)
→ 4%	-11%	1	-1.6	2	5%	-1%	i
- CCC(c1nnc(SCC(=O)NCCc2ccc(Cl)cc2Cl)o1)N(C)C (configuration not stated)
→ -8%	i	-1	-0.5	5	0%	1%	i
- Cc1cc(C(F)(F)F)cc(NNC(=O)NC(=O)c2c(F)cccc2Cl)n1
→ -10%	-15%	4	2.4	4	-12%	0%	i
- O=C(NNC(=O)c1ccccc1Cl)c1cccs1
→ 3%	i	0	1.6	55	7%	-3%	i
- CCC(C)c1ccc(OCc2ccc(C(=O)OC)o2)cc1 (configuration not stated)
→ 1%	i	-1	-0.9	-6	-17%	0%	i
- Cn1ncc(C#N)c1/N=C/N1CCCCCC1
→ 3%	-14%[57.5 µM]	-7	-1.8	23	4%	1%	i
- Cc1cc(S(=O)(=O)NCc2ccccc2)ccc1OCC(=O)N1CCOCC1
→ 6%	-9%	5	1.5	3	-8%	-1%	i
- Cc1ccc([C@H]2C[C@H](O)[C@@H](n3cc(C4CC4)nn3)CN2C(=O)C2CCCCC2)cc1
→ -3%	-26%	4	-0.3	33	5%	/	i
- O=C(NNC(=S)NC(=O)c1cn(-c2ccccc2)nc1-c1ccccc1)c1ccncc1
→ -10%	-17%	-8	1.0	-13	8%	1%	i
- COC(=O)c1c(NC(=O)c2ccco2)sc2c1CCC2
→ -2%[15.6 µM]	-7%[57.5 µM]	5	-3.3	-14	1%	1%	/
- N#CCN1C(=S)N=C(Nc2cccc(Cl)c2)C12CCCCC2
→ -18%	-14%	-10	0.4	5	-7%	0%	i
- O=C(Nc1ccc(NS(=O)(=O)c2ccccc2)cc1)c1cccnc1
→ -6%	-12%	23	1.6	-4	0%	-2%	i
- COc1ccccc1Nc1nc2ccccc2n1C
→ -1%	-43%[inhibitor]	-6	0.5	-1	-2%	0%	i
- CC(=O)NCCNc1nc2cc(-c3ccccc3CO)sc2c(=O)n1C
→ 0%	-10%	10	0.2	21	-1%	/	i
- Cc1cc(C)nc(NC(=O)CSc2nn(-c3ccccc3)c(=S)s2)n1
→ 10%	i	-15	-2.8	0	-16%	1%	i
- COc1ccc(OC)c(NC(=O)c2cccc(S(=O)(=O)N(Cc3ccccc3)c3ccccc3OC)c2)c1
→ 12%	i	2	-2.5	-16	3%	-1%	i
- CC(C1CC1)N(C(=O)NC1CCS(=O)(=O)C1)c1ccccc1 (configuration not stated)
→ ?	i	-1	-0.2	14	0%[57.1 µM]	1%	i

Screening results (PubChem BioAssay)
